USP1 inh: blocks the human USP1/UAF1 deubiquitinase complex; Potency, µM (top dose mostly 57.1 µM), for inactives: at the highest dose activity change, negative = inhibition, usual class: inhibitors; recombinant USP1/UAF1, Ub-Rhodamine cleavage fluorescence; 390,000 tested, 0.23% active; O94782; further: potency means the concentration at half of the fitted maximal effect; on the % scale 0 is the no-effect control and ±100 the full control effect; nearly all actives have a fitted effect of over 60% in size; inactives centre near -12
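USP1/UAF1 complex at 1 nM was preincubated with compound for 15 min at room temperature, then Ub-Rho substrate (150nM final) was added. Fluorescence (480/540 nm) was read kinetically, 6 reads every 60 seconds.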
TRHR enhancer: allosterically enhances the human TRH receptor; AID 493056; TRHR cells, fluo-8 calcium fluorescence, EC20 TRH enhancement; enhancement, % at 2 µM; 360,000 tested, 0.66% active; in the data active means enhancement above about 30%; further: 0% is about no effect
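Enhancer read-out: after compound pinning and an initial kinetic agonist-mode read, an EC20 of TRH (10 nM final) was injected and fluo-8 calcium signal (Ex 480/Em 530) followed at 1 s/cycle for 100 cycles in TRHR-expressing cells.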
mIDH1 inhibitor: blocks human mutant IDH1 R132H enzyme; O75874; AID 602179; Potency, µM (top dose mostly 76.6 µM), without a hit: at the top dose activity change, negative = inhibition, most hits filed as inhibitors; 390,000 tested, 0.093% active; IDH1-R132H enzyme, NADPH consumption, diaphorase/resazurin fluorescence; further: potency means the concentration at half of the fitted maximal effect; on the % scale 0 is the no-effect control and ±100 the full control effect; nearly all actives have a fitted effect of over 65% in size
Target sequence (O75874 whole entry R132H, stated change not applied): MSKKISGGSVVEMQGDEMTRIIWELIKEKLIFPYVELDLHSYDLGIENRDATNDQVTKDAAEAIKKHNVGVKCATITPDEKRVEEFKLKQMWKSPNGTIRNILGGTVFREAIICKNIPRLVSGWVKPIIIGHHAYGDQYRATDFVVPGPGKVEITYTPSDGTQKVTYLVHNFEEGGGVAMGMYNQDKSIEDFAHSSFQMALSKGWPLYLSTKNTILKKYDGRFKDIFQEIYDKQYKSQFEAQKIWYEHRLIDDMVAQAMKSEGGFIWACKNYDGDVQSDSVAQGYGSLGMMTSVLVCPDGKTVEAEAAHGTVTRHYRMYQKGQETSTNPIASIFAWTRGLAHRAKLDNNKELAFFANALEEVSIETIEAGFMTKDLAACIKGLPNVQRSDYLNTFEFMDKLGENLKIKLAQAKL
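IDH1-R132H (0.5 ug/mL dispensed) in pH 7.5 Tris buffer was preincubated 30 min with compound, then given a substrate mix of 0.016 mM NADPH and 2 mM alpha-KG for 80 min at room temperature; remaining NADPH was read by diaphorase/resazurin fluorescence.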
TrxR1 substrate: rat thioredoxin reductase 1 substrate activity; O89049; purified TrxR1 substrate turnover, NADPH consumption readout; Potency, µM (highest dose often 114 µM), inactives show top-dose activity change, negative = substrate turnover; 390,000 tested, 0.01% active; AID 588456; further: potency means the concentration at half of the fitted maximal effect; on the % scale 0 is the no-effect control and ±100 the full control effect; nearly all actives have a fitted effect of over 50% in size
Target sequence (O89049 whole entry, looked up): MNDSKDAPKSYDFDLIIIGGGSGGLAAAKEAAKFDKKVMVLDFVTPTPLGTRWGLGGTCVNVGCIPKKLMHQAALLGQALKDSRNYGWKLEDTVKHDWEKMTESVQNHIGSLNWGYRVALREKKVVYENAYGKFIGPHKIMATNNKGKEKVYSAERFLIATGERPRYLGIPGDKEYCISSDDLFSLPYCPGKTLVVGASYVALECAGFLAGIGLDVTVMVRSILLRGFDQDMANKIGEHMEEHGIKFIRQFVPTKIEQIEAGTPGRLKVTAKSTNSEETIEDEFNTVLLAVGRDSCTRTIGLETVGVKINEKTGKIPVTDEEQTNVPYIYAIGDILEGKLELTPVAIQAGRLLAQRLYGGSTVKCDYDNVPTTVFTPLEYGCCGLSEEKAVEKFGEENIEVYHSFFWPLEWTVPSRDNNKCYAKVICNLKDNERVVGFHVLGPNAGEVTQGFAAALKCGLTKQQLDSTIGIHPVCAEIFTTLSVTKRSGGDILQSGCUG
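Rat TrxR1, dispensed at 90 nM, was prereduced with 400 uM NADPH (final) for 5 min at ~22 deg C, then incubated with compound 15 min before 400 uM selenite. A first-read NADPH fluorescence drop versus no-compound background flagged substrates.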
Pin1 inh: inhibitors of human Pin1 | Potency, µM (titrated, usually from 115 µM), inactives show at the highest dose activity, negative = inhibition, most hits filed as inhibitors | 390,000 tested, 0.009% active | Pin1 FP peptide displacement, HiFluor488, 10 min | Q13526 | AID 504891; active means well fitted inhibition curve with a large enough effect in the polarisation, with a control signal flat, not every such curve was filed as active; inconclusive means small, poorly fitted or top-dose-only effect, or effect the other way, or a change in a side signal; inactive means no such curve, though single readings can be large or run the other way; the % refers to the polarisation; further: potency means the concentration at half of the fitted maximal effect; on the % scale 0 is the no-effect control and ±100 the full control effect
Target sequence (Q13526 whole entry, looked up): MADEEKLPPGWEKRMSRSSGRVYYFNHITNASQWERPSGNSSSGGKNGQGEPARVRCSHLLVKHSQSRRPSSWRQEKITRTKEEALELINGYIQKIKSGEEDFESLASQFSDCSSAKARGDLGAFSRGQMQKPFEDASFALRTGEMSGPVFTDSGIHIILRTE
D2 ag: D2 dopamine receptor (human) agonism. P14416. activation, % at 2 µM. HEK293 T-REx D2 cells, calcium flux agonist mode. 340,000 tested, 0.53% active;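 active means activation over 3 SD above normal in the single-dose calcium agonist read, cut at about 30% in these data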; further: 0% is about no effect
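In this primary screen, compounds producing a positive calcium signal within 180 s of addition to tetracycline-induced, force-coupled HEK293 Trex D2 cells are flagged; cells are dye-loaded with a no-wash calcium kit beforehand.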
TrxR1 inh: inhibitors of rat thioredoxin reductase 1 | AID 588453 | 390,000 tested, 1% active | recombinant rTrxR1, NADPH fluorescence consumption, selenite substrate | Potency, µM (series often up to 114 µM), without a hit: at the highest dose activity change, negative = inhibition, hits mostly inhibitors | O89049; further: potency means the concentration at half of the fitted maximal effect; on the % scale 0 is the no-effect control and ±100 the full control effect; nearly all actives have a fitted effect of over 65% in size
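Rat TrxR1 (90 nM in the dispensed reagent) was pre-reduced with 400 uM NADPH for 5 min at room temperature, then incubated with compound for 15 min. After 400 uM selenite was added, NADPH fluorescence (Ex 340/Em 450 nm) was followed for 8 min.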
D2 antag: antagonists of human D2 dopamine receptor | P14416 | HEK293 TREx D2 cells, calcium flux, dopamine EC80 | inhibition, % at 10 µM | 340,000 tested, 2% active; in the data active means inhibition above about 30%; further: 0% is about no effect
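Cells plated overnight at 30 C with tetracycline; no-wash calcium dye, 30–90 min RT; 10 s baseline; compound pinned; 180 s read; EC80 dopamine added; another 180 s read.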
TRHR ag: activates the human TRH receptor. TRHR cells, calcium flux fluo-8, FDSS agonist mode. AID 493084. 360,000 tested, 0.18% active. P34981. activation, % at 2 µM; in the data active means activation above about 30%; further: 0% is about no effect
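TRHR-expressing cells loaded with fluo-8 calcium dye; 23 nL library compound pin-transferred, kinetic FDSS fluorescence (Ex 480/Em 530) recorded about 180 s for agonist-induced calcium release, before a 10 nM TRH EC20 addition for potentiator mode.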
* = called active by the depositor; [ ] = remark or other dose. Unless noted, the call rests on the fitted dose curve; in most records, active means well fitted inhibition curve with a large enough effect; inconclusive means small, poorly fitted or top-dose-only effect; inactive means no such curve, though single readings can be large or run the other way.

What do the screens show for `CCc1ccc(CNC(=O)c2ccc3c(c2)NC(=O)C(N2CCOCC2)S3)cc1` (stereo unspecified)?
USP1 inh: -15.2%; TRHR enhancer: -0.1; mIDH1 inhibitor: 10.5%; TrxR1 substrate: 1.5%; Pin1 inh: -4.1%; D2 ag: 0.5; TrxR1 inh: 16.5%; D2 antag: 4.9; TRHR ag: 0.4

How did CC(CCc1ccccc1)NC(=O)c1nnc(Cc2ccc(F)cc2)o1 (stereo unspecified) do in these assays?
USP1 inh: -15.4%; TRHR enhancer: 0.4; mIDH1 inhibitor: 3.5%; TrxR1 substrate: -1.0%; Pin1 inh: -1.0%; D2 ag: -0.2; TrxR1 inh: 11.4%; D2 antag: 22.0; TRHR ag: -0.4

What do the screens show for `CS(=O)(=O)N(CC(=O)N1CCCC1)c1cc(C(F)(F)F)ccc1Cl`?
USP1 inh: inconclusive; TRHR enhancer: -13.6; mIDH1 inhibitor: 3.8%; TrxR1 substrate: 2.4%[57.1 µM]; Pin1 inh: -5.7%; D2 ag: -0.7; TrxR1 inh: 9.2%[57.1 µM]; D2 antag: -5.5; TRHR ag: -0.5

What do the screens show for `Cc1cc(NC(=O)c2ccc3c(c2)N(Cc2cccc(Cl)c2)C(=O)c2ccccc2S3=O)ccc1Br` (stereo unspecified)?
USP1 inh: -22.8%; TRHR enhancer: 2.2; mIDH1 inhibitor: 9.6%; TrxR1 substrate: 3.3%[57.1 µM]; Pin1 inh: 23.5%; D2 ag: -0.3; TrxR1 inh: 30.5%[57.1 µM]; TRHR ag: 0.6

Results for CN(C)S(=O)(=O)c1ccc(Cl)c(NC(=O)COC(=O)/C=C/c2ccco2)c1 ?
USP1 inh: -11.4%; TRHR enhancer: 0.7; mIDH1 inhibitor: 5.1%; TrxR1 substrate: -18.5%[57.1 µM]; Pin1 inh: 25.1%; D2 ag: -0.1; TrxR1 inh: inconclusive; D2 antag: 3.3; TRHR ag: 0.1

What do the screens show for `COC(=O)c1cn(CC(=O)NC2CCCCCC2)c2ccccc12`?
USP1 inh: 1.9%; TRHR enhancer: -0.6; mIDH1 inhibitor: -1.5%; TrxR1 substrate: -1.5%[57.1 µM]; Pin1 inh: 3.1%; D2 ag: 1.1; TrxR1 inh: -6.6%[57.1 µM]; D2 antag: 3.6; TRHR ag: 0.2

How did C=CC[C@@H](CC(=O)N(CCO)Cc1ccccc1)C(=O)N[C@@H](COC(=O)[C@@H](CC=C)Cc1ccc(F)cc1)Cc1c[nH]c2ccccc12 do in these assays?
USP1 inh: -29.6%; mIDH1 inhibitor: 10.2%; TrxR1 substrate: -3.8%[57.1 µM]; Pin1 inh: -2.2%; TrxR1 inh: 19.2%[57.1 µM]

What do the screens show for `CC(C)n1c(SCC(=O)N2c3ccccc3Sc3ccccc32)nc2c1c(=O)n(C)c(=O)n2C`?
USP1 inh: -18.9%; TRHR enhancer: 0.3; mIDH1 inhibitor: -1.0%; TrxR1 substrate: -1.7%; Pin1 inh: 3.7%; D2 ag: -1.3; TrxR1 inh: 12.6%; D2 antag: -9.2; TRHR ag: -0.7

Results for O=C(CCn1nnc2ccccc21)Nc1nnc(Cc2ccccc2)s1 ?
USP1 inh: -12.3%; TRHR enhancer: -1.2; mIDH1 inhibitor: -0.8%; TrxR1 substrate: -9.5%; Pin1 inh: inconclusive; D2 ag: 0.6; TrxR1 inh: -11.9%; D2 antag: 0.4; TRHR ag: 0.2

What do the screens show for `CCOc1cc(CNC(=O)c2ccc(Cn3c(=O)c4cccn4c4cccnc43)cc2)ccc1OC`?
USP1 inh: -0.9%; TRHR enhancer: -8.5; mIDH1 inhibitor: -6.7%; TrxR1 substrate: 15.6%; Pin1 inh: 8.4%; D2 ag: -0.5; TrxR1 inh: 21.4%; TRHR ag: 0.6

Results for NC(=O)N/N=C/c1cc(F)cc(F)c1 ?
USP1 inh: -6.4%; TRHR enhancer: -1.3; mIDH1 inhibitor: -12.1%; TrxR1 substrate: -3.3%; Pin1 inh: -0.5%; D2 ag: 0.2; TrxR1 inh: -1.1%; D2 antag: 9.8; TRHR ag: 0.0

What do the screens show for `OC(CNCc1ccc(Cl)cc1)C(F)(F)F` (stereo unspecified)?
USP1 inh: -16.9%; TRHR enhancer: -1.6; mIDH1 inhibitor: 5.9%; TrxR1 substrate: 11.6%; Pin1 inh: -3.2%; D2 ag: -0.5; TrxR1 inh: 32.8%; D2 antag: 13.8; TRHR ag: 0.3

What do the screens show for `COc1ccc(OC)c(N(CC(=O)NCCSC2CCCCC2)S(=O)(=O)c2ccccc2)c1`?
USP1 inh: -4.4%; TRHR enhancer: -13.4; mIDH1 inhibitor: 0.5%; TrxR1 substrate: -7.0%; Pin1 inh: 0.5%; D2 ag: 0.8; TrxR1 inh: -6.2%; D2 antag: -9.9; TRHR ag: 1.5

Results for CC(C)C(OC(=O)c1ccco1)C(=O)NCc1cccs1 (stereo unspecified) ?
USP1 inh: -19.7%; TRHR enhancer: -6.8; mIDH1 inhibitor: 1.4%; TrxR1 substrate: 7.9%; Pin1 inh: -10.3%; D2 ag: 0.3; TrxR1 inh: 17.0%; D2 antag: -0.1; TRHR ag: 0.4

What do the screens show for `CC1c2cc3c(cc2CCN1C(=O)c1ccc(Cl)cc1)OCCCO3` (stereo unspecified)?
USP1 inh: -13.1%; TRHR enhancer: -6.2; mIDH1 inhibitor: 1.0%; TrxR1 substrate: 0.9%; Pin1 inh: 0.1%; D2 ag: -0.5; TrxR1 inh: 30.7%; D2 antag: 1.1; TRHR ag: -0.7

How did COc1cc2c(cc1OC)C(C)N(S(=O)(=O)c1cn(C)c(C)n1)CC2 (stereo unspecified) do in these assays?
USP1 inh: -24.3%; TRHR enhancer: 3.0; mIDH1 inhibitor: -1.7%; TrxR1 substrate: 0.7%; Pin1 inh: -0.9%; D2 ag: -1.7; TrxR1 inh: 6.9%; D2 antag: 15.2; TRHR ag: 0.4

How did CC(C)C(=O)O/N=C1\CCS(=O)(=O)c2sccc21 do in these assays?
USP1 inh: -16.1%; TRHR enhancer: 3.1; mIDH1 inhibitor: 10.5%; TrxR1 substrate: 4.9%[57.1 µM]; Pin1 inh: 0.1%; D2 ag: 0.7; TrxR1 inh: 17.0%[57.1 µM]; D2 antag: -7.0; TRHR ag: -0.1

Results for CCOC(=O)C1=C(C)NC(=O)C1(NC(=O)c1cccnc1)C(F)(F)F (stereo unspecified) ?
USP1 inh: -10.5%; TRHR enhancer: 0.0; mIDH1 inhibitor: 5.1%; TrxR1 substrate: 11.3%; Pin1 inh: -2.7%; D2 ag: -0.4; TrxR1 inh: 36.9%[activator]; D2 antag: -11.8; TRHR ag: -0.8

Results for Cc1cc(Nc2ccccc2)n(-c2nc3ccccc3[nH]2)n1 ?
USP1 inh: -16.5%; TRHR enhancer: -8.6; mIDH1 inhibitor: -1.9%; TrxR1 substrate: -11.3%; Pin1 inh: -1.3%; D2 ag: 0.4; TrxR1 inh: -16.8%; D2 antag: 4.9; TRHR ag: -0.7

Results for COc1ccc(CC2C(=O)NC(C)C(=O)N(C)C3Cc4ccc(cc4)Oc4cc(ccc4O)CC(C(=O)NC(C)C(=O)NC(C)C(=O)N2C)N(C)C3=O)cc1 (stereo unspecified) ?
USP1 inh: -18.7%; mIDH1 inhibitor: 0.8%; TrxR1 substrate: 13.1%[57.1 µM]; Pin1 inh: -7.3%; TrxR1 inh: 4.6%[11.4 µM]

How did CCCn1nnnc1NCc1cccc(Cl)c1 do in these assays?
USP1 inh: -23.3%; TRHR enhancer: -1.4; mIDH1 inhibitor: 1.3%; TrxR1 substrate: 7.8%; Pin1 inh: -1.5%; D2 ag: 0.2; TrxR1 inh: 30.1%[activator]; D2 antag: 2.1; TRHR ag: -0.2

How did CC(C)(C)C1CCc2c(sc(NC(=O)c3ccc(Cl)cc3)c2C(=O)NCc2ccco2)C1 (stereo unspecified) do in these assays?
USP1 inh: -13.8%; TRHR enhancer: 3.8; mIDH1 inhibitor: 12.2%; TrxR1 substrate: 13.1%; Pin1 inh: -6.0%; D2 ag: 0.9; TrxR1 inh: 2.4%; TRHR ag: 1.1

Results for CCC(=O)Nc1cc(C(=O)O)ccc1Sc1ccccc1 ?
USP1 inh: -5.5%; TRHR enhancer: -2.6; mIDH1 inhibitor: -0.3%; TrxR1 substrate: 8.1%; Pin1 inh: -1.1%; D2 ag: -0.1; TrxR1 inh: 22.1%; D2 antag: 17.4; TRHR ag: 0.4

How did Cc1ccc(CN2CCN(C(=O)CC(C)C)CC2)cc1 do in these assays?
USP1 inh: -7.6%; TRHR enhancer: -4.0; mIDH1 inhibitor: 1.5%; TrxR1 substrate: -2.2%; Pin1 inh: -8.5%; TrxR1 inh: 28.7%; TRHR ag: 0.3

Results for COc1ccc(C2=NN(C(=O)CCC(=O)O)C(c3cccs3)C2)cc1 (stereo unspecified) ?
USP1 inh: -8.0%; TRHR enhancer: 5.6; mIDH1 inhibitor: -0.1%; TrxR1 substrate: 2.8%[57.1 µM]; Pin1 inh: -2.1%; D2 ag: 0.5; TrxR1 inh: 26.3%[57.1 µM]; D2 antag: -4.9; TRHR ag: -1.6

What do the screens show for `c1ccc(-c2nnc3ccc(N4CCCC4)nn23)cc1`?
USP1 inh: 0.8%; TRHR enhancer: 2.2; mIDH1 inhibitor: -3.5%; TrxR1 substrate: -1.3%; Pin1 inh: 6.4%; D2 ag: -2.2; TrxR1 inh: 18.7%; D2 antag: 15.6; TRHR ag: -0.4

Results for COc1ccc(CNC(=O)c2cc3ccccc3o2)cc1OC ?
USP1 inh: -18.4%; TRHR enhancer: -0.4; mIDH1 inhibitor: 0.0%; TrxR1 substrate: 8.9%; Pin1 inh: -8.7%; D2 ag: -0.7; TrxR1 inh: 26.7%; D2 antag: 1.0; TRHR ag: -0.5

Source: PubChem BioAssay (National Center for Advancing Translational Sciences (NCATS))

Some of the compounds tested; rates above refer to the full screens.
